PI4K2A block: PI4K2A (human) kinase inhibition; Q9BTU6; purified PI4K2A, ADP-Glo luminescence, 1 h; hits give low values; activity change, negative = inhibition, % at 76.9 µM; 0.13% of 420,000 active; in the data active means activity change below about -50%; inconclusive means mostly about -30% to -49%;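 further: -100% = wells without enzyme as full effect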
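PI4K2A activity was measured by ADP-Glo luminescence: enzyme (4 ug/mL stock) and phosphatidylinositol (1.2 mM stock) in Tris pH 7.5/MgCl2/EGTA/Triton X-100 buffer were reacted with ATP (300 microM stock) for one hour at ambient temperature.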
IDH1 R132H inh: human IDH1 R132H inhibition; 0.093% of 390,000 active; IDH1-R132H enzyme, NADPH consumption, diaphorase/resazurin fluorescence; Potency, µM (titrated, usually from 76.6 µM), inactives show top-dose activity change, negative = inhibition, hits mostly inhibitors; further: potency means the concentration at half of the fitted maximal effect; on the % scale 0 is the no-effect control and ±100 the full control effect; nearly all actives have a fitted effect of over 65% in size
Target sequence (O75874 whole entry R132H, stated change not applied): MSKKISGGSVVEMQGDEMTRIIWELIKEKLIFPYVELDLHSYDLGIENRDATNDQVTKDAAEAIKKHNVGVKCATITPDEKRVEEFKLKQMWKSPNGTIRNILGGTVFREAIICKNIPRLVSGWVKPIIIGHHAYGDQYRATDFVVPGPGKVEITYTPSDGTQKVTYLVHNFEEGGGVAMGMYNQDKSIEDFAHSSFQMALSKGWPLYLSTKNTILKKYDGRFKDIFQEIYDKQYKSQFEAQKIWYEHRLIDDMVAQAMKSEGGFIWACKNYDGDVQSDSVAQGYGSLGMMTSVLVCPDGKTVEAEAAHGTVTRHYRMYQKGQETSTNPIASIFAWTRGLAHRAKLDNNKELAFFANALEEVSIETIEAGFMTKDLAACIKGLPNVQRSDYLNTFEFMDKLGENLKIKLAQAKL
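IDH1-R132H (0.5 ug/mL) preincubated 30 min with compound, then NADPH (0.016 mM) and alpha-KG (2 mM) added; 80 min at RT, pH 7.5. Remaining NADPH coupled via diaphorase/resazurin to fluorescence (540/590 nm); concentration-response curves normalized to no-enzyme control.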
TrxR1 inh: rat TrxR1 inhibition; recombinant rTrxR1, NADPH fluorescence consumption, selenite substrate; 1% of 390,000 active; O89049; Potency, µM (highest dose often 114 µM), inactives show top-dose activity change, negative = inhibition, most hits filed as inhibitors; further: potency means the concentration at half of the fitted maximal effect; on the % scale 0 is the no-effect control and ±100 the full control effect; nearly all actives have a fitted effect of over 65% in size
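Rat TrxR1 (90 nM in the dispensed reagent) was pre-reduced with 400 uM NADPH for 5 min at room temperature, then incubated with compound for 15 min. After 400 uM selenite was added, NADPH fluorescence (Ex 340/Em 450 nm) was followed for 8 min.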
USP1-UAF1 inh: inhibitors of human USP1/UAF1 deubiquitinase. O94782. recombinant USP1/UAF1, Ub-Rhodamine cleavage fluorescence. Potency, µM (top dose mostly 57.1 µM), for the others: at the top dose activity change, negative = inhibition, hits mostly inhibitors. 0.23% of 390,000 active. AID 743255; further: potency means the concentration at half of the fitted maximal effect; on the % scale 0 is the no-effect control and ±100 the full control effect; nearly all actives have a fitted effect of over 60% in size; inactives centre near -12
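USP1/UAF1 complex (1 nM) preincubated 15 min at room temperature with compound, then Ub-Rho substrate (150 nM final) added. Kinetic fluorescence at 480/540 nm over 6 reads at 60 s intervals; 50 mM HEPES pH 7.8, 0.5 mM EDTA, 0.1 mg/ml BSA, 1 mM TCEP, 0.01% Tween-20.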
PGK inhibitor: inhibitors of T. brucei phosphoglycerate kinase | P07378 | PGK/GAPDH coupled, Kinase-Glo luminescence, 60 min | Potency, µM (titrated, usually from 57.5 µM), without a hit: at the top dose activity change, negative = inhibition, most hits filed as inhibitors | 0.043% of 380,000 active | AID 602233; further: potency means the concentration at half of the fitted maximal effect; on the % scale 0 is the no-effect control and ±100 the full control effect; nearly all actives have a fitted effect of over 60% in size
Target sequence (P07378 whole entry, looked up): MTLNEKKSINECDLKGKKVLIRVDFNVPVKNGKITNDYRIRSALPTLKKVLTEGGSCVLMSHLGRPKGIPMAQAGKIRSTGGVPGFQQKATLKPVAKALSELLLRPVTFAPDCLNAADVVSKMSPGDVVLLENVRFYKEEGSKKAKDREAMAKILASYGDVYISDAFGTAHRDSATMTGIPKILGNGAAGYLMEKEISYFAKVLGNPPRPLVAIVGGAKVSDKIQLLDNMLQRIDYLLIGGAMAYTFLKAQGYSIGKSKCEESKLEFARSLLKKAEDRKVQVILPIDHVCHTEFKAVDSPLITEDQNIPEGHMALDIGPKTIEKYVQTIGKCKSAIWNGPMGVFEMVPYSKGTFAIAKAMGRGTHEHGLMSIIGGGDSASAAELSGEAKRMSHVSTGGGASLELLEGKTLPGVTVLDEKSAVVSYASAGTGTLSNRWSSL
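Luminescent ATP detection (Kinase-Glo Plus) follows a 60-minute room-temperature incubation, with wells lacking PGK as controls. Buffer: 100 mM TEA (pH 7.6), 5 mM MgCl2, 0.01% Tween-20. Coupling enzyme GAPDH (100 nM final) supplies unstable 1,3-BPG in-well.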
Pin1 inh: human Pin1 inhibition | 0.009% of 390,000 active | Potency, µM (highest dose often 115 µM), for the others: top-dose activity, negative = inhibition, hits mostly inhibitors | Pin1 FP peptide displacement, HiFluor488, 10 min | Q13526; active means well fitted inhibition curve with a large enough effect in the polarisation, with a control signal flat, not every such curve was filed as active; inconclusive means small, poorly fitted or top-dose-only effect, or effect the other way, or a change in a side signal; inactive means no such curve, though single readings can be large or run the other way; the % refers to the polarisation; further: potency means the concentration at half of the fitted maximal effect; on the % scale 0 is the no-effect control and ±100 the full control effect
TrxR1 substrate: rat thioredoxin reductase 1 substrate activity. O89049. 0.01% of 390,000 active. purified TrxR1 substrate turnover, NADPH consumption readout. Potency, µM (series often up to 114 µM), for inactives: top-dose activity change, negative = substrate turnover; further: potency means the concentration at half of the fitted maximal effect; on the % scale 0 is the no-effect control and ±100 the full control effect; nearly all actives have a fitted effect of over 50% in size
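Rat TrxR1, dispensed at 90 nM, was prereduced with 400 uM NADPH (final) for 5 min at ~22 deg C, then incubated with compound 15 min before 400 uM selenite. A first-read NADPH fluorescence drop versus no-compound background flagged substrates.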
GLS inhibitor: blocks human kidney-isoform glutaminase activity; Potency, µM (titrated, usually from 45.5 µM), for the others: at the highest dose activity change, negative = inhibition, usual class: inhibitors; AID 624170; GLS enzymatic activity, qHTS titration; 0.21% of 410,000 active; further: potency means the concentration at half of the fitted maximal effect; on the % scale 0 is the no-effect control and ±100 the full control effect
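Read-out is an Amplex red fluorescence increase coupled through glutamate oxidase and HRP, measured before and after 30 min room-temperature incubation. hKGA is in 45 mM KH2PO4 (pH 8.2) with 0.02% Tween-20; glutamine added as 1mM solution.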
HP1b chromo inh: blocks HP1-beta chromodomain binding to methylated histone tails; AID 540317; P83916; AlphaScreen HP1-beta / biotin-H3K9me3 peptide binding; 0.56% of 390,000 active; Potency, µM (titrated, usually from 114 µM), inactives show at the highest dose activity change, negative = inhibition, most hits filed as inhibitors; further: potency means the concentration at half of the fitted maximal effect; nearly all actives have a fitted effect of over 70% in size; inactives centre near 23
Target sequence (P83916 whole entry, looked up): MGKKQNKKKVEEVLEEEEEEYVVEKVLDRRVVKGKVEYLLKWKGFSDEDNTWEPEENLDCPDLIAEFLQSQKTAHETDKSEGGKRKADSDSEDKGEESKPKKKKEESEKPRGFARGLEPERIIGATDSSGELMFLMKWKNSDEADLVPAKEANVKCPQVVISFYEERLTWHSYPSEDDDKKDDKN
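HP1-beta protein (50 nM final) preincubated 30 min at room temperature with biotinylated H3(1-18)K9me3 peptide (50 nM) in PBS pH 7.4, 0.01% Tween-20, then compound added for 30 min. AlphaScreen streptavidin donor/nickel chelate acceptor beads (10 ug/mL final), 30 min dark, luminescence read.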
Numbers without * were called inactive; i = inactive; ? = inconclusive; & = joins results of further samples; [ ] = remark or other dose. Unless noted, the call rests on the fitted dose curve; in most records, active means well fitted curve in the direction sought with a large enough effect; inconclusive means small, poorly fitted or top-dose-only effect, or another doubt; inactive means no such curve, though single readings can be large; an effect the other way counts as inactive or inconclusive. This is a subset; count on the stated rates, not on these rows.

nr	canonical_smiles	USP1-UAF1 inh	HP1b chromo inh	IDH1 R132H inh	PI4K2A block	Pin1 inh
1	Cc1cc(S(=O)(=O)N2CCCC2)ccc1OCC(=O)NCc1ccco1	-10%	3%	-1%	-2	-16%
2	COc1ccc(CC(=O)NCCS(=O)(=O)N2CCN(c3ccc(F)cc3)CC2)cc1OC	-26%&-11%	39%[activator]	2%&12%	-4&1	2%&-2%
3	Cc1cc(OCC(=O)N(C)c2c(N)n(Cc3ccccc3)c(=O)[nH]c2=O)c(C(C)C)cc1Cl	-20%	35%	-4%	0	6%
4	COc1ccc(-c2csc(NC(=O)CN3C(=O)CCC3=O)n2)c(OC)c1	-3%	10%	5%	-1	2%
5	CCN1CCN(c2ccc(S(=O)(=O)N3CCOCC3)cc2NC(=O)CCOc2ccccc2)CC1	-14%	10%	-2%	-1	-9%
6	Nc1nc(SCC(=O)N2N=C3/C(=C\c4ccco4)CCCC3C2c2ccco2)n[nH]1 (centres undefined)	?	-10%	0%	-3	-2%
7	Cc1cc(-c2ccccc2)nc(-c2ccccc2)c1C	-16%	118%[activator]	-1%	0	-2%
8	Cc1cnc2cc([N+](=O)[O-])ccc2n1	-4%	-14%	3%	-7	-1%

nr	TrxR1 substrate	PGK inhibitor	GLS inhibitor	TrxR1 inh
1	10%	0%	?	10µM*
2	13%	-7%&-7%	-5%&3%	30%
3	2%[57.1 µM]	6%	-1%	7%[57.1 µM]
4	-11%	1%	7%	-12%
5	-1%	-1%	6%	15%
6	-1%	-3%	11%	-22%
7	6%[57.1 µM]	i	1%	13%[57.1 µM]
8	7%	-2%	6%	22%

(listing goes on)
nr	canonical_smiles	USP1-UAF1 inh	HP1b chromo inh	IDH1 R132H inh	PI4K2A block	Pin1 inh
9	C/C(=N\NC(=O)c1csc(C)c1C)c1ccc(Cl)s1	-3%	-17%	11%	1	-9%
10	Cc1nn(CC2CC2)c(=O)n1-c1ccc(C(C)C)cc1	-2%	5%	-2%	-2	-10%
11	Cc1ccc2nc(C)cc(C(=O)N/N=C/c3ccncc3)c2c1	-21%	38%[activator]	-6%	-1	-2%
12	Cc1cc2oc(=O)cc(CN3CCN(Cc4ccc5c(c4)OCO5)CC3)c2cc1C	5%	21%	14%	0	2%
13	O=C(NCCSCc1c(F)cccc1Cl)C1CCN(S(=O)(=O)Cc2ccccc2)CC1	?	19%	28%	-5	8%
14	CSc1ccc(Cl)c(C(=O)NCCOc2ccccc2)c1	-5%	20%	4%	-5	-6%
15	Cc1ccc2c(c1)=C(c1ccccc1)N(O)CC(=O)N=2	5%	25%	-5%	7	3%
16	CCCCNC(=S)NNC(=O)c1ccc(Br)o1	-6%	23%	-2%	-6	3%

nr	TrxR1 substrate	PGK inhibitor	GLS inhibitor	TrxR1 inh
9	-6%	-5%	21%	-10%
10	10%[57.1 µM]	-9%	10%	29%[57.1 µM]
11	6%	-3%	18%	23%
12	-1%	-5%	12%	2%
13	6%	10%	17%	17%
14	22%	i	?	46%[activator]
15	5%[57.1 µM]	-2%	8%	-7%[57.1 µM]
16	-4%	-3%	28%	4%

Structures above marked active in TrxR1 inh.
nr	SMILES	USP1-UAF1 inh	HP1b chromo inh	PI4K2A block	Pin1 inh	TrxR1 substrate	PGK inhibitor	GLS inhibitor	TrxR1 inh
1	Cc1cc(S(=O)(=O)N2CCCC2)ccc1OCC(=O)NCc1ccco1	-10%	3%	-2	-16%	10%	0%	?	10µM*

Going on with the list.
nr	canonical_smiles	USP1-UAF1 inh	HP1b chromo inh	IDH1 R132H inh	PI4K2A block	Pin1 inh
17	O=S(=O)(NC1CCCCC1N1CCCCC1)c1ccc(Cl)cc1 (centres undefined)	-22%	34%	4%	6	13%
18	O=C(Nc1ccc(S(=O)(=O)N2CCCCC2)cc1)c1ccc(Cl)nc1	-6%	15%	3%	-5	9%
19	Cc1ccccc1-c1cc(C(=O)N/N=C/c2cccnc2)c2ccccc2n1	-18%	26%	0%	8	-10%
20	O=c1[nH]c2sc3c(c2c(=O)n1Cc1ccccc1)CCC3	-19%	-14%	5%	3	0%
21	CC(C)C[C@H](NC(=O)c1nc[nH]c1C(=O)N1CCN(c2ccccc2)CC1)C(=O)OC(C)(C)C	?	38%	-1%	1	0%
22	N#CCCNC(=O)CCN1CCOCC1	-16%	24%	3%	2	7%
23	FC(F)(F)c1cccc(N2CCN(C3CC4CCC3C4)CC2)c1 (centres undefined)	-23%	100%[activator]	7%	-3	6%
24	COC(=O)N/N=C(\C)c1ccco1	-13%	21%	-5%	-1	-3%

nr	TrxR1 substrate	PGK inhibitor	GLS inhibitor	TrxR1 inh
17	7%	5%	2%	20%
18	-3%	-6%	8%	18%
19	0%	-4%	-7%	8%
20	-5%	-3%	19%	5%
21	-10%	-4%	7%	-12%
22	3%	-6%	-8%	9%[57.1 µM]
23	-7%[57.1 µM]	-14%	3%	3%[57.1 µM]
24	15%	-4%	11%	12%[57.1 µM]

By substructure: the entries above containing two or more sulfur atoms (two)
nr	canonical_smiles	USP1-UAF1 inh	HP1b chromo inh	IDH1 R132H inh	PI4K2A block	Pin1 inh
9	C/C(=N\NC(=O)c1csc(C)c1C)c1ccc(Cl)s1	-3%	-17%	11%	1	-9%
13	O=C(NCCSCc1c(F)cccc1Cl)C1CCN(S(=O)(=O)Cc2ccccc2)CC1	?	19%	28%	-5	8%

nr	TrxR1 substrate	PGK inhibitor	GLS inhibitor	TrxR1 inh
9	-6%	-5%	21%	-10%
13	6%	10%	17%	17%

Among those listed so far, these have fluorine:
nr	canonical_smiles	USP1-UAF1 inh	HP1b chromo inh	IDH1 R132H inh	PI4K2A block	Pin1 inh
2	COc1ccc(CC(=O)NCCS(=O)(=O)N2CCN(c3ccc(F)cc3)CC2)cc1OC	-26%&-11%	39%[activator]	2%&12%	-4&1	2%&-2%
13	O=C(NCCSCc1c(F)cccc1Cl)C1CCN(S(=O)(=O)Cc2ccccc2)CC1	?	19%	28%	-5	8%
23	FC(F)(F)c1cccc(N2CCN(C3CC4CCC3C4)CC2)c1 (centres undefined)	-23%	100%[activator]	7%	-3	6%

nr	TrxR1 substrate	PGK inhibitor	GLS inhibitor	TrxR1 inh
2	13%	-7%&-7%	-5%&3%	30%
13	6%	10%	17%	17%
23	-7%[57.1 µM]	-14%	3%	3%[57.1 µM]

More structures.
nr	canonical_smiles	USP1-UAF1 inh	HP1b chromo inh	IDH1 R132H inh	PI4K2A block	Pin1 inh
25	C=CCNC(=O)COC(=O)c1cc(S(=O)(=O)N2CCOCC2)ccc1N1CCCCC1	-8%	10%	-8%	4	2%
26	CCc1ccc2oc(C(=O)NCc3ccccc3)cc(=O)c2c1	-5%	60%[activator]	0%	-7	9%
27	Cc1c(Br)c([N+](=O)[O-])nn1CC(=O)Nc1ccc(Cc2ccncc2)cc1	-13%	2%	-9%	-4	-14%
28	O=C(/C(=C/O)N=Nc1ccccc1)c1ccc(Cl)cc1	-13%	?	6%	4	4%
29	O=C(Nc1ccc(S(=O)(=O)N2CCCCCC2)cc1)c1ccco1	-21%	44%[activator]	5%	3	6%
30	O=C(NCc1ccc2c(c1)OCO2)C1CCCN1S(=O)(=O)c1ccc(Cl)cc1 (centres undefined)	-1%	7%	6%	-6	-4%
31	CN(Cc1nccn1C)C(=O)CC1C(=O)NCCN1Cc1ccc(F)cc1Cl (centres undefined)	-20%	25%	7%	4	-6%
32	CC(C)c1ccc(NC(=O)COc2nncc3ccccc23)cc1	-4%	5%	0%	0	-2%
33	COc1ccc(CCN2C(=O)NC(NS(=O)(=O)c3ccc(NC(C)=O)cc3)(C(F)(F)F)C2=O)cc1OC (centres undefined)	-8%&-10%	21%&28%	0%&-7%	1&8	-8%&-4%
34	CCCCC(=O)Nc1cc2nn(-c3ccc(OCC)cc3)nc2cc1C	-9%	26%	-4%	1	5%

nr	TrxR1 substrate	PGK inhibitor	GLS inhibitor	TrxR1 inh
25	-10%	2%	-10%	-6%
26	2%	i	0%	8%
27	-6%	-6%	5%	23%
28	3%[57.1 µM]	-7%	-4%	25%[57.1 µM]
29	2%[57.1 µM]	9%	-1%	-8%[57.1 µM]
30	2%[57.1 µM]	-3%	-6%	30%[57.1 µM]
31	-2%	-9%	-10%	?
32	2%[57.1 µM]	7%	7%	1%[57.1 µM]
33	10%	-8%&-12%	0%&-2%	13%
34	8%	-2%	-11%	14%
